# FXIa inh = blocks human coagulation factor XIa protease activity. P03951. purified FXIa, Boc-Glu-Ala-Arg-AMC fluorogenic substrate. inhibition, % at 5 µM. 220,000 compounds, 0.14% hits;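 active means inhibition of at least 40%; inactive means inhibition below 40%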;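 further: fluorescence of freed AMC excited at 355 nm; 0% = enzyme without compound and 100% = no enzyme blank; many of its hits are not listed in these tables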
# 14-3-3 Bad inh = disrupts binding of bovine 14-3-3 zeta to phospho-Bad peptide. P63103. TR-FRET 14-3-3zeta/Dy647-pBad peptide displacement, 1 h. inhibition, % at 21.7 µM. 220,000 compounds, 0.71% hits;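 active means inhibition above about 70%, limit read from the data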;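 further: 0% = full 14-3-3 plus peptide FRET controls and 100% = background without 14-3-3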
# Target sequence (P63103 whole entry, looked up): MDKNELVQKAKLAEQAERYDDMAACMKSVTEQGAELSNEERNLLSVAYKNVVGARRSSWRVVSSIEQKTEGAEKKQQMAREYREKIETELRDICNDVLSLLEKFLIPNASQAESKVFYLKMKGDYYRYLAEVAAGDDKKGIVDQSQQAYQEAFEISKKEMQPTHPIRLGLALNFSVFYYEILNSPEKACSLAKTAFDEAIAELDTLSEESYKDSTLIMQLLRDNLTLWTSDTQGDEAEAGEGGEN
# MDM2 E3 inh = Mdm2 E3 ligase (human) inhibition; Q00987; AID 1230; cell-based MDM2 ubiquitination luciferase reporter, 2 h; 0 = plate control, 100 = twice control, blank-subtracted; signal enhancement, % at 5 µM; 210,000 compounds, 0.11% hits;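 active means signal enhancement of 30% or more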;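 further: luminescence tracks abundance of the self-degrading MDM2-luciferase fusion protein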
#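 Buffer or medium: Cells held in DMEM | Assay system: Stable mammalian line carrying autodegrading MDM2–luciferase fusion reporter | Quantity: 2000 cells/well | Times: 4 h settle plus 2 h compound, 37 °C | Doses: One concentration, 5 µM, with 0.2% DMSO | Technique: Luminescence with SteadyLite reagent, 15 min at room temperature | Benchmarks: Plate controls and plate blanks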
# Wee1 degr inh = human Wee1 degradation inhibition, primary screen. P30291. HeLa Luc-Wee1K328M stability, luciferase luminescence; 100% = proteasome inhibitor MG132 effect. reporter increase, % at 5 µM. 220,000 compounds, 1.2% hits. AID 1321;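 active means activation above the mean of all tested compounds plus 3 SD, set per screening run, cut at about 8.8% in these data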;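 further: cells exposed to compound for 20 h before luminescence read; 0% = DMSO alone and 100% = MG132 at 30 µM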
# p97 ATPase inh = blocks human p97 ATPase activity; 220,000 compounds, 0.42% hits; inhibition, % at 8 µM; recombinant p97 ATPase, Kinase-Glo ATP luminescence, 3 h; in the data active means inhibition above about 15%;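 further: 0% = DMSO vehicle and 100% = wells lacking enzyme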
# Target sequence (P55072 whole entry, looked up): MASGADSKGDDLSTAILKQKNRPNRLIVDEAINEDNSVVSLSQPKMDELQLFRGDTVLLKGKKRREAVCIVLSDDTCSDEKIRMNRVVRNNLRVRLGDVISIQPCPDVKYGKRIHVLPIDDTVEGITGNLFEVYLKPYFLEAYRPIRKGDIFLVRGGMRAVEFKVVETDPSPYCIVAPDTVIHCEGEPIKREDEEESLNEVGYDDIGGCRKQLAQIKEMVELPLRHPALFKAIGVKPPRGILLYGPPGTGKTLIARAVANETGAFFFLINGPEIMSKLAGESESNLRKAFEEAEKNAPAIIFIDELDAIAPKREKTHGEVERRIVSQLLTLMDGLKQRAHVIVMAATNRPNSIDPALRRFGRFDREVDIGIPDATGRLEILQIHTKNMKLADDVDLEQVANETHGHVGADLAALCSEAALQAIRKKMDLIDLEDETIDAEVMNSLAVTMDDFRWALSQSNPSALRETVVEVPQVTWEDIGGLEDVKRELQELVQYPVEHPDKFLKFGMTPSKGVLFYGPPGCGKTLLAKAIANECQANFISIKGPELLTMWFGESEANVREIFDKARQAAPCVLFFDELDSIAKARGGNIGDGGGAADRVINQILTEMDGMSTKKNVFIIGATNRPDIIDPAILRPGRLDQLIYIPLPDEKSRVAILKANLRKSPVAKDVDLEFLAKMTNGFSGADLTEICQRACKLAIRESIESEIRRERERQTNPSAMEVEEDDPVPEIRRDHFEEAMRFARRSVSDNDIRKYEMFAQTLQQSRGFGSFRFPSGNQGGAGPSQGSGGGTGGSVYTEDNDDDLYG
# FXIIa inh = blocks human coagulation factor XIIa protease activity; purified FXIIa, Boc-QGR-AMC fluorogenic substrate, 2 h; inhibition, % at 5 µM; 220,000 compounds, 0.3% hits; AID 800; in the data active means inhibition above about 40%;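 further: 0% = enzyme with no compound and 100% = blank without enzyme; many of its hits are not listed in these tables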
# eIF4E-4G inh = eIF4E/eIF4G interaction inhibition in translation initiation | TR-FRET eIF4E-eIF4GI(517-606) binding, 2 h | P63073+Q04637 | 220,000 compounds, 0.37% hits | inhibition, % at 21.7 µM;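 active means inhibition above about 30%, limit read from the data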;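 further: 0% = full FRET control wells and 100% = background wells lacking eIF4GI fragment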
# Rad51 HR inh = blocks human Rad51 in homologous recombination | Q06609 | hRad51 DNA strand exchange, fluorescence dequenching | inhibition, % at 10 µM | 200,000 compounds, 0.085% hits;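 active means inhibition above 40% at the single screening dose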;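 further: 0% = DMSO control wells and 100% = blanks with heterologous ssDNA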
#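 Material: Human Rad51 nucleoprotein filaments preassembled on unlabelled ssDNA | Also added: Labelled 47-mer dsDNA for strand exchange | Dosing: Single dose, 10 µM final compound | Schedule: 30-min compound preincubation and 15-min exchange, both room temperature | Technique: Fluorescence dequenching at 485/520 nm | Measure: Percent inhibition relative to plate controls and blanks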
# KLK5 inh = kallikrein 5 (human) inhibition. Q9Y337. recombinant hK5, fluorogenic AMC substrate cleavage. inhibition, % at 5 µM. 210,000 compounds, 0.59% hits;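 active means inhibition of 40% or more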;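 further: 0% = enzyme controls without compound and 100% = no-enzyme blanks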
# * marks the source's active call; other numbers are inactive results; nt = no result given; [ ] = dose if it differs, or a comment.
# Start of the data: the first 3 entries, ahead of the listing:
SMILES,FXIa inh,14-3-3 Bad inh,MDM2 E3 inh,Wee1 degr inh,p97 ATPase inh,FXIIa inh,eIF4E-4G inh,Rad51 HR inh,KLK5 inh
CCOC(=O)Nc1ccc2c(c1)nc(CN1CCOCC1)n2C,3,-10,-15,0,-5,14,-1,6,-6
O=C(NNC(=O)c1cnccc1C(F)(F)F)c1ccc(Cl)cc1,9,-6,-15,0,-2,-1,0,21,-4
Cc1ccc(CN2C(=O)CCC2C(=O)NCCCN2CCC(C)CC2)cc1 (stereo not drawn),-17,3,-8,3,-6,2,2[fluorescence artefact?],8,3

# Main list, from the start:
SMILES,FXIa inh,14-3-3 Bad inh,MDM2 E3 inh,Wee1 degr inh,p97 ATPase inh,FXIIa inh,eIF4E-4G inh,Rad51 HR inh,KLK5 inh
CCOC(=O)Nc1ccc2c(c1)nc(CN1CCOCC1)n2C,3,-10,-15,0,-5,14,-1,6,-6
O=C(NNC(=O)c1cnccc1C(F)(F)F)c1ccc(Cl)cc1,9,-6,-15,0,-2,-1,0,21,-4
Cc1ccc(CN2C(=O)CCC2C(=O)NCCCN2CCC(C)CC2)cc1 (stereo not drawn),-17,3,-8,3,-6,2,2[fluorescence artefact?],8,3
Cc1cc(C)cc(C(=O)NCC(=O)OCc2cc([N+](=O)[O-])cc3c2OCOC3)c1,23,-10[fluorescence artefact?],nt,0,6,23,3,nt,-24
COc1ccc(N=C(N(C)C)P(=O)(N(C)C)N(C)C)cc1,11,-24[fluorescence artefact?],-8,1,-9,25,0,-1,8
Oc1ccccc1CNc1ncc(Br)cc1Br,5,2,0,-2,3,12,7,5,-16
Cc1ccc([N+](=O)[O-])c2c1C(N1CCCC1)C(C)(C)O2 (stereo not drawn),1,-4,3,-2,1,10,0,-6,-3
O=C1CC(C(=O)NCc2ccccc2)C2(CCCC2)O1 (stereo not drawn),0,-5,-5,-1,-2,9,-5,0,-6
CC(C)(O)C(=O)NNC(=S)Nc1ccc(F)c(Cl)c1,-5,32,-35,-1,3,2,-3,-26,-10
CC(NC(=O)CSc1ncnc2nc[nH]c12)c1ccccc1 (stereo not drawn),4,-5,1,3,-7,18,3[fluorescence artefact?],-2,-3
Cc1noc(C)c1COc1ccc(C(=O)OCC(=O)c2ccc3c(c2)OCCO3)cc1,0,-18,-24,-1,2,-2,3,7,36
Clc1ccc2[nH]c3c(NCCN4CCOCC4)ncnc3c2c1,-3,5[fluorescence artefact?],-13,-1,1,4,-2[fluorescence artefact?],5,-12
CCCCCCC1CCC(C(=O)N2CCOCC2)CC1 (stereo not drawn),-8,-9,-2,1,-1,4,-4,10,-4
Fc1ccc(-c2nc(-c3cccs3)no2)cc1,-3,4,-16,15*,-7,8,-14,-4,-1
Cc1cc(C)cc(NC(=O)Nc2ccc(-n3ccc(C(F)(F)F)n3)cc2)c1,1,2,-7,2,2,6,1,-11,2
COC(=O)c1c(NC(=O)CN2CCN(c3ccccc3Cl)CC2)sc(C)c1C,4,22[fluorescence artefact?],-3,-1,-1,2,4,-3,-9
COC(=O)[C@H](C)NC(=O)NC1CCN(Cc2ccccc2)CC1,0,-3[fluorescence artefact?],nt,-1,-4,4,4,-1,-5
COc1ccc(-c2nn3c(-c4ccccn4)nnc3s2)cc1OC,1,13,1,0,3,6,1,2,-33
C1CN(CC23CC4CC(CC(C4)C2)C3)CCO1,2,32[fluorescence artefact?],-6,-1,0,7,7,-8,-8
CCCSc1ncccc1C(=O)O,0,-10,-7,6,10,4,5,15,-2
O=C(OCC(=O)N1CCN(C(=O)c2ccco2)CC1)c1ccccc1C(=O)c1ccc(Cl)cc1,3,-2,-11,0,-1,15,1,-5,-7
NC1=NC2(CCCCC2)N=C(Nc2ccc(F)cc2F)N1,0,0,-2,-2,1,6,-1[fluorescence artefact?],3,-14
CC(C)n1cnc2c(Nc3cccc(F)c3)nc(NCCO)nc21,0,-2,20,nt,nt,7,-6,4,1
CCOc1ccccc1N1CC(C(=O)N2CCc3ccccc32)CC1=O (stereo not drawn),2,-1,-10,-1,-6,5,0,-7,-8
Cc1cc(NC(=O)c2noc3c2CCCC3)nn1Cc1ccc(Cl)cc1,-7,-3,-11,1,-3,-5,-11,-1,0
# Other compounds follow:
SMILES,FXIa inh,14-3-3 Bad inh,MDM2 E3 inh,Wee1 degr inh,p97 ATPase inh,FXIIa inh,eIF4E-4G inh,Rad51 HR inh,KLK5 inh
Cc1ccc(OCC(=O)Nc2ccc(C)c(S(=O)(=O)N3CCCCCC3)c2)c([N+](=O)[O-])n1,27,-4,-1,4,-3,33,3,-13,38
CSc1nnc(C)c(=O)n1COC(=O)COc1ccccc1C,5,11,-9,5,8,8,3,6,2
CCOC(=O)C1=C(C)OC(N)=C(C#N)C1c1cc2c(cc1Br)OCO2 (stereo not drawn),8,0,9,-1,9,15,7,0,3
Cc1c(C(=O)Nc2ccncc2)sc2nc(-c3ccccc3)cn12,4,12,-5,0,3,11,-4,3,-2
CCOC(=O)N1CCC(NC(=O)C2CCN(C(=O)N3CCOc4ccccc43)CC2)CC1,0,-17[fluorescence artefact?],nt,-2,-5,10,2[fluorescence artefact?],4,-7
Cc1nc([N+](=O)[O-])c(Br)n1CC(=O)c1ccc(F)cc1,14,10,-9,-2,5,26,0,5,-2
CCOC(=O)C(C(=O)OCC)C1CS(=O)(=O)CC1C(C(=O)OCC)C(=O)OCC (stereo not drawn),-4,-12,6,4,-1,4,2[fluorescence artefact?],-1,-14
CCOc1cccc(/C=N/NC(=S)Nc2cc(S(=O)(=O)N3CCOCC3)ccc2N2CCOCC2)c1O,-2,-7,-4,4,6,0,4[fluorescence artefact?],5,-58
CCOc1cc(C2C(C(=O)OC)=CN(C3CCCC3)C=C2C(=O)OC)cc(Br)c1O,0,1[fluorescence artefact?],-3,14*,-5,7,8,-19,-14
CNc1ccc(S(=O)(=O)NCC(=O)OCC(=O)Nc2cccc(Cl)c2Cl)cc1[N+](=O)[O-],3,-8,-1,0,7,4,4,-5,-4
COC(=O)c1ccc(Cn2c(C)cc(C)[n+]2C)o1,-5,22[fluorescence artefact?],-11,0,0,-14,3,-4,2
O=C(NCc1cccnc1)C(=O)Nc1nccs1,-3,-9,-32,-1,3,10,0,-7,-1
O=C(COC(=O)c1cccc(S(=O)(=O)N2CCc3ccccc32)c1)NC1CCS(=O)(=O)C1 (stereo not drawn),-1,-5,-16,0,-3,3,2[fluorescence artefact?],0,2
O=C(COc1ncnc2ccccc12)NCc1ccco1,-4,-8,-4,-1,-3,5,-1,-3,-17
Cc1ccc(CN=c2c([N+](=O)[O-])nn(-c3ccc(Cl)cc3)n2O)cc1,-2,-7,-10,2,0,5,5,12,-5
COc1cccc(-c2nc3ccccc3s2)c1O,-6,-13,-39,8,-4,8,0,-2,-2
COc1cc(/C=C(\NC(=O)c2ccccc2)C(=O)N2CC3CC(C2)c2cccc(=O)n2C3)cc(OC)c1OC (stereo not drawn),2,-5,-5,-1,-2,12,0,nt,1
Cc1cc(Cl)c2ccccc2n1,2,-11,8,-3,2,2,9[fluorescence artefact?],3,-17
c1ccc2c(c1)CCN(c1ncnc3nc[nH]c13)C2,10,12,-23,0,1,21,-2,-1,1
Fc1ccc(CCNC(=S)Nc2ccc(F)c(Cl)c2)cc1,-7,-13,-1,1,1,2,-5,22,-5
CCc1nnc(NC(=O)C2CC(=O)N(c3ccc(C)cc3)C2)s1 (stereo not drawn),-19,-8,-3,1,2,1,10,-8,3
CCOC(=O)c1cc2c(N)c(C(=O)c3ccc(Br)cc3)sc2[nH]c1=O,2,16,3,-1,4,11,9,-4,1
O=C(Cc1ccc(Cl)cc1)NCCN1CCCC1,1,25,2,-1,0,10,-6,0,-8
O=C(CSc1nnc(Cc2cccs2)n1Cc1ccco1)Nc1ccc(Cl)cc1Cl,-9,5,-22,-1,0,8,-3,3,-10
CCNCc1cc(Cl)cc(OC)c1OC(C)C,9,21,6,9.2*,11,13,25,-46,-7
# More compounds.
SMILES,FXIa inh,14-3-3 Bad inh,MDM2 E3 inh,Wee1 degr inh,p97 ATPase inh,FXIIa inh,eIF4E-4G inh,Rad51 HR inh,KLK5 inh
S=C(NCCc1ccc(Cl)cc1)Nc1ccc(Cl)cc1Cl,-3,-5,5,0,4,6,5,-11,-4
COC(=O)[C@H](CCSC)NS(=O)(=O)c1ccccc1Br,1,-5,25,nt,nt,10,-4,-10,2
O=C(NCc1cccs1)C1CCN(c2nccs2)CC1,-2,1[fluorescence artefact?],-9,3,2,4,-1,4,-6
Nn1cnnc1SCC(=O)Nc1ccc2c(c1)OCCO2,-7,-1[fluorescence artefact?],-20,-3,-1,6,5[fluorescence artefact?],-1,-18
O=C(CSCc1ccc(Cl)cc1)NCc1ccc2c(c1)OCO2,8,2,-2,-2,-1,15,4,nt,-16
O=c1c2ccccc2c(C=Nc2ccc(S(=O)(=O)Nc3ncccn3)cc2)c(O)n1-c1cccc(Cl)c1,-5,11,-3,0,-4,6,1,-5,-2
CCOC(=O)c1sc(=S)n(CC)c1NC(=O)C1CC1,0,9,-15,-2,-2,14,-10,11,11
Cc1nn(CC(=O)Nc2ccc3c(c2)nc2n3CCOC2)c(=O)c2ccccc12,4,0,-14,2,3,12,-2,-3,-5
CCCN(CCC)CC(O)COc1ccccc1C(=O)Nc1ccccc1 (stereo not drawn),-3,-4,-9,2,-1,8,-4,-6,-1
Cc1sc(NC(=O)CCCC(=O)O)c(C#N)c1C,6,4,0,0,0,18,-1,-2,1
Cc1ccc(C2NC(=S)NC3=C2N2CCC3CC2)cc1 (stereo not drawn),-3,-8,4,-2,2,9,3,4,2
N#C/C(=C\c1ccc[nH]1)S(=O)(=O)c1ccccc1,-4,5[fluorescence artefact?],-6,-1,5,-5,5[fluorescence artefact?],nt,-1
N#CC1=C(O)C(c2ccccc2)n2c1nc(=O)c1ccccc12 (stereo not drawn),14,90*,-18,-3,3,20,11,3,7
O=C(Cc1cccc2ccccc12)Nc1nc(-c2cccc([N+](=O)[O-])c2)cs1,-4,52[fluorescence artefact?],-3,-3,5,2,2,2,-6
O=C(Nc1nnc(CCc2ccccc2)s1)c1cccs1,2,-2,-9,-3,-2,17,0,-3,11
O=C(N1CCCCCC1)N1CCN(C(=O)N2CCCCC2)CC1,15,nt,-3,0,1,28,nt,5,-2
Cc1ccc(CC(CC(=O)NCCc2ccc3c(c2)OCO3)C(=O)O)cc1 (stereo not drawn),14,0,-19,-1,-7,26,5,2,-2
O=C(NC1CCCCC1)c1ccc(NS(=O)(=O)c2cccc3cccnc23)cc1,-6,-5,-10,3,-4,7,-1,-1,-9
CCOCCCn1c(NN)nc2ccccc2c1=O,0,-9,5,-1,4,5,1,nt,7
Cc1sc2ncnc(NCCCn3ccnc3)c2c1C,1,-17,-20,2,4,8,0[fluorescence artefact?],-4,-5
COc1ccc(NCc2nnc(SCC(=O)Nc3ccccc3OC)o2)cc1,4,-8,-13,3,1,15,11,4,-5
CCOC(=O)c1cnc(-n2nc(C)cc2C)nc1NNc1nc(C)cc(C)n1,2,2,-14,2,-2,3,-3,0,-18
CCCCN(C)CCNC(=O)CCNC(=O)Cn1ccc2ccccc2c1=O,-3,-9,0,5,1,12,2,7,2
CCOC(=S)SCC(=O)Nc1ncc(C)s1,11,0,-4,4,8,14,2,12,-2
CCCCOc1ccccc1C1C(C(=O)OC)=CN(CC)C=C1C(=O)OC,-14,-13,6,2,-10,-8,8,nt,-120

# Screens from PubChem BioAssay.
